XBP1 UPR activ: adaptive UPR (XBP1) activation; hit rate 0.33% among 330,000; CHO-XBP1 luciferase reporter, IRE1-XBP1 UPR activation, luminescence; percent of tunicamycin response, DMSO as zero; activation, % at 20 µM;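 active means versus positive control, 20 µM dose yields 30% or more activation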;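 further: 100% = tunicamycin at 10 µg/mL and 0% = DMSO only wells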
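Material: IRE1-XBP1 luciferase reporter CHO line / Quantity: one thousand reporter cells per well / Buffer or medium: F12 with 10% serum / Compound: 20 µM single concentration, DMSO 1% / Times: 6 h treatment, 37 °C / Detection: Steady-Glo luciferase glow luminescence, 10 min after reagent addition / Benchmarks: tunicamycin high, DMSO low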
tim10-1 inh: growth inhibitors of tim10-1 mutant yeast; S. cerevisiae tim10-1 ts strain growth, BacTiter-Glo, 24 h; inhibition, % at 20 µM; hit rate 2.2% among 330,000;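 active means inhibition of at least 40%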;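 further: mutant grown at 25 °C; 0% = DMSO wells with yeast and 100% = wells holding no yeast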
tim23-1 inh: inhibits growth of tim23-1 mutant yeast. S. cerevisiae tim23-1 growth, BacTiter-Glo luminescence, 24 h. inhibition, % at 20 µM. hit rate 1.3% among 330,000;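 active means growth inhibition of the mutant yeast at or above 50%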;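 further: temperature-sensitive mutant grown at 25 °C; plate controls were DMSO-treated mutant yeast for no effect and medium wells lacking yeast for full effect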
CXCR6 block: CXCR6 (human) receptor inhibition | O00574 | CHO-K1 PathHunter CXCR6 beta-arrestin, luminescence | inhibition, % at 20 µM | hit rate 0.36% among 360,000 | AID 602244; in the data active means inhibition above about 34%, passing the limit was not always enough;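 further: antagonist mode with CXCL16 agonist at 10 nM final; 0% = 10 nM CXCL16 with DMSO and 100% = unstimulated wells without agonist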
Target sequence (O00574 whole entry, looked up): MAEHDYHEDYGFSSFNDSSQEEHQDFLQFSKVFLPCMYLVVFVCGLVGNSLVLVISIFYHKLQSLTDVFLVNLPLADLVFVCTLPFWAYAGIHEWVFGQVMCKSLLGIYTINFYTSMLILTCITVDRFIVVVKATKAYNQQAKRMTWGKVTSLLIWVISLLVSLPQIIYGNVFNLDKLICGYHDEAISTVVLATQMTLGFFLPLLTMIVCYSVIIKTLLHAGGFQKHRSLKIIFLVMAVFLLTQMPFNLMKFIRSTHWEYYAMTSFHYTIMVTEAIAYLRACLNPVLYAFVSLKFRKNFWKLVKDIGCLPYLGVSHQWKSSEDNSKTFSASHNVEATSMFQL
Mdm2 MdmX PPI: disrupts the human Mdm2-MdmX interaction; O15151+Q00987; SaOS-2 split-luciferase Mdm2/MdmX complementation, luminescence; inhibition, % at 8 µM; hit rate 3% among 330,000; AID 485346;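 active means inhibition of at least 50% at 8 µM in the primary screen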
APJ ag: activates the human apelin receptor APJ; P35414; CHO-K1 APJ PathHunter beta-arrestin, luminescence; 0% DMSO wells, 100% apelin; activation, % at 20 µM; hit rate 0.11% among 330,000;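 active means activation more than six SD over the plate average, tested at 20 µM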;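 further: 0% = DMSO alone and 100% = apelin-13 at 10 nM; some results filed as inactive read as strong as hits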
Target sequence (P35414 whole entry, looked up): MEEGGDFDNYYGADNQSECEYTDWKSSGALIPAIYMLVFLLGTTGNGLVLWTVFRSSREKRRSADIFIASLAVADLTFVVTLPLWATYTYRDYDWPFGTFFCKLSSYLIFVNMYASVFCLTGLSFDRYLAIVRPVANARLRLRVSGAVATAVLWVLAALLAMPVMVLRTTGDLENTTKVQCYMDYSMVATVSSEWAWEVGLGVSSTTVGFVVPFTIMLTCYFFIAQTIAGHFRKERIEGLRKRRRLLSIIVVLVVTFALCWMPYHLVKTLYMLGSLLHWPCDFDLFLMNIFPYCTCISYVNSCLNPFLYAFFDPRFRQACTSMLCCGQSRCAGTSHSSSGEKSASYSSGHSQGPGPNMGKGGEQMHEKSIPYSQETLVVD
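Assay system: CHO-K1 APJ beta-arrestin complementation cell line / Compound: single test compound dose, 20 µM final, 1% DMSO / Times: overnight seeding, 90 min compound at 25 °C, 1 h detection / Technique: beta-gal luminescence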
TIM10 inh: TIM10 yeast growth inhibition; S. cerevisiae TIM10 strain growth, BacTiter-Glo luminescence, 24 h; inhibition, % at 10 µM; hit rate 1.4% among 330,000; AID 463195;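 active means inhibition of 40% or more at the single tested concentration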;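 further: wild-type TIM10 isogenic control strain grown at permissive 25 °C; 0% = DMSO yeast wells and 100% = minimal medium wells without yeast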
APJ antagonist: APJ receptor antagonism | P35414 | CHO-K1 APJ beta-arrestin complementation, luminescence | inhibition, % at 20 µM | hit rate 0.32% among 330,000;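 active means inhibition above about 40% at 20 µM, limit read from the data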;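 further: cells challenged with 10 nM apelin-13 agonist together with compound; plate controls were apelin-13 plus DMSO wells for no effect and DMSO wells lacking apelin-13 for full effect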
UPR CHOP act: apoptotic UPR (CHOP) activation; AID 449763; CHO-CHOP luciferase reporter, luminescence; percent of tunicamycin response over DMSO baseline; hit rate 0.34% among 330,000; activation, % at 10 µM;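 active means at 10 µM dose, activation of 40% or more, normalized to positive control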;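 further: 100% = tunicamycin at 10 µg/mL and 0% = DMSO alone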
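Evaluation: % reporter activation, DMSO baseline versus tunicamycin full activation; System: CHO-CHOP luciferase reporter cell line; Input: 500 cells/well; Incubation: 6 h compound treatment, 37 °C; Measured by: Steady-Glo luciferase luminescence; Dosing: one dose, 10 µM in 0.5% DMSO; Buffer or medium: F12 medium, 10% FBS; Benchmarks: positive tunicamycin 10 µg/mL, negative DMSO alone.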
The depositor's hits bear a star.

SMILES	XBP1 UPR activ	tim10-1 inh	tim23-1 inh	CXCR6 block	Mdm2 MdmX PPI	APJ ag	TIM10 inh	APJ antagonist	UPR CHOP act
O=C(O)Cn1nc2c3c(cccc3c1=O)-c1ccccc1-2	-6	7	4	7	8	-4	5	-1	-0.2
O=c1c(OC2OC(CO)C(O)C(O)C2OC2OC(CO)C(O)C(O)C2OC2OC(CO)C(O)C(O)C2O)c(-c2ccc(O)c(O)c2)oc2cc(O)cc(O)c12 (stereo not given)	-1	1	-9	0	5	-2	2	-34	0.5
CCn1c(SCC(=O)N/N=C/C=C\c2ccccc2[N+](=O)[O-])nc2ccccc21	-1	8	15	-6	14	1	-5	-14	-3.7
COc1ccc(NS(=O)(=O)N2CCOCC2)cc1	-4	-5	-8	3	19	-1	2	-13	0.8
CCc1oc(C(=O)OC)cc1CSC(=N)N	-4	0	11	0	-6	-1	-9	-1	1.2
C/C(=N\NC(=O)c1cccc(Cl)c1)C1C(=O)c2ccccc2C1=O	-4	-26	33	3	-15	-4	10	27	2.4
Cc1ccccc1-c1nn[nH]n1	2	-2	-1	4	0	-1	-8	6	-3.2
CCC(C)NC(=O)c1cn(CC)c2ccc(S(=O)(=O)N(C)C)cc2c1=O (stereo not given)	-2	6	16	4	22	-3	9	-3	-3.4
CCOC(=O)[C@@H]1[C@H]2COc3ccc(Br)cc3[C@@H]2N2C(=O)N(c3ccc(Cl)cc3)C(=O)[C@]12C	-1	22	28	0	26	-6	6	29	-1.1
O=[N+]([O-])c1cc2c(cc1CN1CCN(c3ccccc3)CC1)OCO2	-1	17	27	-1	-32	3	16	-19	2.0
Cc1ccc(OCC(=O)Nc2cccc(S(=O)(=O)N3CCCCCC3)c2)c([N+](=O)[O-])n1	-3	12	8	-2	-1	-5	4	4	0.5
COc1ccc(CN(C)C(=O)c2oc3ccccc3c2CSC)cc1F	4	-22	15	3	16	0	5	12	2.2
O=C(NC(=S)N1CCOCC1)c1cn(-c2ccccc2)nc1-c1ccc(F)cc1	0	8	8	18	13	-2	17	8	2.8
COc1ccccc1C(=O)N/C(=C\c1ccc2c(c1)OCO2)C(=O)NCCc1nc2ccccc2[nH]1	-5	-5	-5	0	1	-3	3	-1	-1.6
COc1ccc(C2C(C(=O)N3CC(C)CC(C)C3)c3ccccc3C(=O)N2C)cc1 (stereo not given)	0	22	19	0	-39	-7	20	-28	-2.1
CCOc1cccc(/C=N/NC(=S)Nc2cc(S(=O)(=O)N3CCOCC3)ccc2N2CCOCC2)c1O	1	44*	20	11	49	-2	12	22	0.5
O=C(COc1ccccc1C(=O)c1cnn(-c2ccccc2)c1)Nc1ccccc1	1	32	11	3	-50	2	31	8	7.8
NC(=O)NC1NC(=O)NC1=O (stereo not given)	-2	-11	-5	0	17	2	-7	-20	0.6
CCN(CC)S(=O)(=O)c1ccc(NC(=O)Nc2cccc(C(F)(F)F)c2)cc1	7	4	4	-14	94*	3	10	-19	15
O=C(COC(=O)C12CC3CC(CC(O)(C3)C1)C2)Nc1ccccc1OC(F)F	-1	25	8	6	-13	-4	-5	1	0.7
COc1cc(C(CC(=O)O)n2cnnn2)ccc1OC(C)C (stereo not given)	0	-5	7	-1	-5	-1	-3	4	-1.5
Cc1cccc(Cn2c(-c3ccc[nH]c3=O)nc3ccccc32)c1	-2	7	9	10	-17	-3	-3	-1	-0.7
COc1ccc(/C=N/NS(=O)(=O)c2ccccc2)cc1OC(=O)c1ccc(C)cc1	-2	28	25	4	-14	-2	14	11	-0.6
COc1cccc(C(=O)C[n+]2cccc3cc(OC)ccc32)c1	0	-6	-12	0	16	-1	7	15	-2.2
COc1ccc(N=CC=C2OC(C)(C)C(C)(C)O2)cc1OC	-4	-5	-13	-8	3	2	-9	-9	0.1
CCOc1ccc(-c2cc(CCCC(=O)NCc3ccc(C)cc3)no2)cc1	-3	4	6	1	-33	-3	-5	15	-2.6
Cc1ccc(C(=O)Nc2cccc(-c3ccc(N4CCOCC4)nn3)c2)cc1C	-3	39	13	7	1	21	5	-6	0.8
COc1ccc2[nH]c(=O)c(CN(CCCN(C)C)C(=O)Nc3ccccc3)cc2c1	5	5	5	-1	-4	0	0	-24	1.7
CS(=O)(=O)c1nc(S(=O)(=O)c2ccc(Cl)cc2)c(NCCCn2ccnc2)s1	-1	-14	-15	-1	4	-1	1	11	0.5
O=C(CSc1ncn[nH]1)Nc1cc(S(=O)(=O)N2CCCC2)ccc1Cl	-2	12	3	2	13	0	10	4	0.4

Part of the list above in another layout.
molecule,XBP1 UPR activ,tim10-1 inh,tim23-1 inh,CXCR6 block,Mdm2 MdmX PPI,APJ ag,TIM10 inh,APJ antagonist,UPR CHOP act
NC(=O)NC1NC(=O)NC1=O (stereo not given),-2,-11,-5,0,17,2,-7,-20,0.6
CCN(CC)S(=O)(=O)c1ccc(NC(=O)Nc2cccc(C(F)(F)F)c2)cc1,7,4,4,-14,94*,3,10,-19,15
O=C(COC(=O)C12CC3CC(CC(O)(C3)C1)C2)Nc1ccccc1OC(F)F,-1,25,8,6,-13,-4,-5,1,0.7
COc1cc(C(CC(=O)O)n2cnnn2)ccc1OC(C)C (stereo not given),0,-5,7,-1,-5,-1,-3,4,-1.5
Cc1cccc(Cn2c(-c3ccc[nH]c3=O)nc3ccccc32)c1,-2,7,9,10,-17,-3,-3,-1,-0.7
COc1ccc(/C=N/NS(=O)(=O)c2ccccc2)cc1OC(=O)c1ccc(C)cc1,-2,28,25,4,-14,-2,14,11,-0.6
COc1cccc(C(=O)C[n+]2cccc3cc(OC)ccc32)c1,0,-6,-12,0,16,-1,7,15,-2.2
COc1ccc(N=CC=C2OC(C)(C)C(C)(C)O2)cc1OC,-4,-5,-13,-8,3,2,-9,-9,0.1
CCOc1ccc(-c2cc(CCCC(=O)NCc3ccc(C)cc3)no2)cc1,-3,4,6,1,-33,-3,-5,15,-2.6
Cc1ccc(C(=O)Nc2cccc(-c3ccc(N4CCOCC4)nn3)c2)cc1C,-3,39,13,7,1,21,5,-6,0.8
COc1ccc2[nH]c(=O)c(CN(CCCN(C)C)C(=O)Nc3ccccc3)cc2c1,5,5,5,-1,-4,0,0,-24,1.7
CS(=O)(=O)c1nc(S(=O)(=O)c2ccc(Cl)cc2)c(NCCCn2ccnc2)s1,-1,-14,-15,-1,4,-1,1,11,0.5
O=C(CSc1ncn[nH]1)Nc1cc(S(=O)(=O)N2CCCC2)ccc1Cl,-2,12,3,2,13,0,10,4,0.4

Next section
SMILES	XBP1 UPR activ	tim10-1 inh	tim23-1 inh	CXCR6 block	Mdm2 MdmX PPI	APJ ag	TIM10 inh	APJ antagonist	UPR CHOP act
Cc1ccc(-c2nc(C#N)c(N3CCCCC3)o2)cc1	-1	16	29	0	-2	-4	6	10	5.3
CC1CCc2sc3nc(N4CCN(CCO)CC4)n4ncnc4c3c2C1 (stereo not given)	18	41*	12	-6	-10	-3	2	-3	-2.4
CC(C)NC(=O)NC(=O)COC(=O)c1ccc(NC(=O)CC#N)cc1	0	7	14	4	-1	2	16	8	-1.3
CN1C(=O)N(c2cccc3ccccc23)C(n2cncn2)C1(C)C (stereo not given)	-1	2	0	0	-18	0	-9	1	-0.2
CN(C)CCCOc1nn(Cc2ccccc2)c2ccccc12	-3	9	17	2	-19	-6	-3	15	1.8
O=C(C1CCN(S(=O)(=O)N2CCC3(CC2)OCCO3)CC1)N1CCc2ccccc2C1	-3	8	3	1	6	2	4	12	-0.9
O=C1CCCC2=C1C(O)(C(F)(F)F)C(=O)N2Cc1ccccc1 (stereo not given)	0	9	-3	-9	19	0	4	9	0.6
COc1ccc(N2C(N)=NC(N)=NC23CCCC3)cc1	-2	-4	1	-8	12	-2	-10	8	1.8
COc1cccc(C2CC(c3ccc(C)cc3)=NN2C(=O)c2ccccc2F)c1OC (stereo not given)	-6	34	36	6	32	-4	9	3	-0.1
FCCCOc1ccc(-c2nccc(-c3ccc(Br)cc3)n2)cc1	3	17	-3	0	-13	-2	10	12	0.0
CCN(CC)C(=O)CSc1nc2[nH]ncc2c(=O)[nH]1	3	8	0	-4	13	-4	0	10	-0.4
O=C(CN1CCOCC1)Nc1ccc(S(=O)(=O)N2CCCCCC2)cc1	0	10	10	3	17	-2	-2	9	-0.9
O=C(c1cccs1)C1C(c2ccc(Br)cc2)NC(=S)NC1(O)C(F)(F)F (stereo not given)	-1	24	14	-1	-7	-2	26	9	6.3
O=C(NCCc1cccc(Cl)c1)c1cccnc1	1	11	-3	1	-21	-1	-25	-3	3.2
Cc1cc2nc(C3CCCN(C(=S)Nc4ccccc4C)C3)[nH]c2cc1C (stereo not given)	-1	15	2	-6	3	-7	-4	7	1.6
Cc1nc2ccccc2nc1Nc1cccc(Cl)c1	-3	39	61*	-3	13	-2	26	-3	2.7
N/C(=N\OC(=O)c1cccc([N+](=O)[O-])c1)c1ccccn1	-4	42*	23	-18	-34	7	31	-71	3.6
Cc1c(C(=O)NCc2ccc3c(c2)OCO3)oc2ccc(S(=O)(=O)N3CCCCCC3)cc12	0	26	21	-10	26	2	10	-12	3.6
COc1cc(C(C)=O)ccc1OCC(O)CN1CCN(c2c(C)cccc2C)CC1 (stereo not given)	-7	-7	-2	-9	24	-1	97*	1	-2.1
COc1ccc(N(CC(=O)O)S(=O)(=O)c2ccc(C)cc2)cc1Cl	-2	3	3	4	6	0	1	-9	-0.3
CCOC(=O)C1CCN(CC(O)COCc2ccc(Cl)cc2)CC1 (stereo not given)	-5	-24	-6	2	7	-2	-30	7	0.9
O=C(C1CCCO1)N1CCN(S(=O)(=O)c2cccc3nsnc23)CC1 (stereo not given)	-5	8	13	6	-1	-3	10	6	2.9
Cc1ccc(OCC(=O)N(Cc2ccc(C)o2)C2CCS(=O)(=O)C2)cc1 (stereo not given)	-2	13	9	-10	-5	3	-3	26	0.4
NNc1nc(-c2ccccc2)cc(-c2ccccc2)n1	-2	43*	55*	45*	45	-11	49*	97*	-0.5
CC(=O)N1CCN(C(=O)c2ccco2)CC1	0	4	20	-6	-5	-4	-10	-3	-0.8

Screening results from PubChem BioAssay.

An excerpt, so the mix of outcomes need not match the whole.
